# From PubChem
# GlmU inhibition = inhibition of mycobacterial GlmU enzyme – biochemical, glucosamine-1-phosphate acetyltransferase (AID 1376) | 220,000 tested, 0.25% active | inhibition, %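 (tested at 30 µM in the primary screen)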; hits with a dose series show IC50 in µM | M. tuberculosis GlmU acetyltransferase enzyme assay; higher % means a stronger effect; in the data active = inhibition above about 13%;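 note: 0% = complete reaction with vehicle and 100% = reaction without substrate; strong numbers were not always called active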
# Mtb RmlCD inh = blocks M. tuberculosis RmlC and RmlD coupled enzymes. P9WH09+P9WH11. AID 1533. inhibition, % at 3.6 µM. RmlC+RmlD coupled enzyme assay, percent inhibition; primary screen in compound mixtures. 160,000 tested, 0.03% active; in the data active = inhibition mostly above about 34%, no sharp cut-off; note: some results filed as inactive read as strong as hits
# Target sequence (P9WH09 whole entry, looked up): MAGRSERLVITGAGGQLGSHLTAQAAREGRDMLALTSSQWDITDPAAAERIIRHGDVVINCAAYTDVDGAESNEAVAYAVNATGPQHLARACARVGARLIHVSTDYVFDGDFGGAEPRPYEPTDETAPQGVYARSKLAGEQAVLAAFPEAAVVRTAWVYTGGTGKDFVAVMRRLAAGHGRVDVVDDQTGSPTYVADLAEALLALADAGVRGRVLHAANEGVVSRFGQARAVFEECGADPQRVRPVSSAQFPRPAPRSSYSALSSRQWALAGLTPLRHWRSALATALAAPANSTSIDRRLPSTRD
# Target sequence (P9WH11 whole entry, looked up): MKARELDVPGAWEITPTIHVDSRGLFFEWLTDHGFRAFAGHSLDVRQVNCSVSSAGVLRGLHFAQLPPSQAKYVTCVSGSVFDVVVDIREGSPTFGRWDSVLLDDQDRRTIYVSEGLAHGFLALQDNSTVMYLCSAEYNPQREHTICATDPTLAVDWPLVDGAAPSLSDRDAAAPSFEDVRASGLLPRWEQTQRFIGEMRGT
# * = called active by the depositor; . = not tested or not shown; & = joins results of further samples. Some of the compounds tested. The share of hits here may be higher or lower than overall.
SMILES | GlmU inhibition | Mtb RmlCD inh
CCCCCC(=O)Nc1cccc(C2=NOC3(C2)C[C@H](C(N)=O)N(C(=O)CCCCC)C3)c1 (stereo partly specified) | 0.4% | .
Cc1cccc(N2C(=O)NC(=O)/C(=C\c3ccc4c(c3)CCCN4Cc3ccccc3)C2=O)c1 | -2.0% | -10.1
CCOC(=O)C(NS(=O)(=O)c1ccc(C)cc1)(C(F)(F)F)P(=O)(OCC(C)C)OCC(C)C (stereo unspecified) | -0.3% | -12.2
CCc1nn(-c2ccccc2)c2c1-c1cc(OC)c(OC)cc1C1(N2)C(=O)Nc2ccccc21 (stereo unspecified) | . | -3.6
COc1ccc(C2c3ccc(O)cc3Oc3ncn4nc(-c5ccco5)nc4c32)cc1OC (stereo unspecified) | -5.5% | -4.4
CN1CCc2nc(SCC(=O)Nc3cccc(F)c3)c(C#N)c(-c3cccs3)c2C1 | -0.8% | 10.9
O=C1N=C(N2CCCC2)S/C1=C\c1cccc(Br)c1 | 2.1% | 0.3
CCCCCCSc1nnc(-c2cnn(-c3ccccc3)c2-n2cccc2)n1C | -3.3% | .
Cc1ccc(-c2nn3nnnc3c3ccccc23)cc1 | 9.6% | .
COc1ccccc1NS(=O)(=O)c1ccc(O)cc1 | 6.7% | 4.7
O=C(Nc1ccc(Oc2cccnc2)cc1)c1ccccc1Cl | -1.6% | -6.2
CCCn1c(Nc2ccccc2)nc2ccccc21 | -5.2% | .
COCCCNC(=O)CC(C)c1ccccc1 (stereo unspecified) | -0.9% | 5.0
Cc1cc(N2CCCCC2C)nc(-c2ccccc2O)n1 (stereo unspecified) | 0.1% | -2.8
Cc1cc(C)cc(NC(=O)COC(=O)CCCNC(=O)c2ccc(Cl)cc2)c1 | 4.9% | 23.8
Cc1ccc(C2=NC3(CCCCC3)NC2=S)cc1 | -5.3% | -10.9
COCCN1Cc2cccc(C(=O)Nc3ccc(C)c(C)c3)c2C1=O | -0.1% | -1.3
CCCn1c(CN2CCCCC2CC)nc2c1c(=O)n(C)c(=O)n2C (stereo unspecified) | 1.5% | .
CCOC(=O)c1sc2nc(CC(=O)OC)nc(N3CCN(c4ccc(OC)cc4)CC3)c2c1C | -2.8% | .
O=C(CCC(=O)N(c1ccc(F)cc1)C(C(=O)NC1CCCC1)c1ccncc1)Nc1cccnc1 (stereo unspecified) | 4.4% | .
O=C(O)CCn1c(=S)n(CCC(=O)O)c2ccccc21 | -2.9% | .
COc1ccc(C2=C(CC(=O)O)C(=O)CC2)cc1 | -5.5% | -10.6
CC(C)N1CCC(N2CCN(C3CCCCCC3)CC2CCO)CC1 (stereo unspecified) | 1.9% | -11.7
COc1ccc(C(CC(=O)O)NC(=O)c2ccccc2)cc1OC (stereo unspecified) | 2.5% | 1.4
Cc1cc(C(=O)CSc2nc3ccccc3[nH]2)c(C)n1Cc1ccco1 | 8.5% | 3.0

# Some of the entries so far, field by field.
> CCCCCCSc1nnc(-c2cnn(-c3ccccc3)c2-n2cccc2)n1C
- GlmU inhibition = -3.3%
- Mtb RmlCD inh = .

> Cc1ccc(-c2nn3nnnc3c3ccccc23)cc1
- GlmU inhibition = 9.6%
- Mtb RmlCD inh = .

# Next part
SMILES | GlmU inhibition | Mtb RmlCD inh
CC(C)c1nc(CN(C)C(=O)N[C@H](C(=O)N[C@@H](Cc2ccccc2)C[C@H](O)[C@H](Cc2ccccc2)NC(=O)OCc2cncs2)C(C)C)cs1 | -2.7% | 7.1
CCC(CC)C(=O)Nc1ccc(Nc2ccccc2)cc1 | -1.4% | 2.3
Cc1nc(-c2ccc(C(=O)N3CCCC3)cc2)cs1 | -2.4% | -8.8
CCn1cc(/C=N/N=C2\CCC3C4CCc5cc(O)ccc5C4CC[C@]23C)c(C)n1 (stereo partly specified) | -4.7% | -1.6
COc1cc(/C=C2\SC(=S)N(NC(=O)c3cccnc3)C2=O)ccc1O | 4.5% | -9.8
CCOC(=O)c1sc2nc3n(c(=O)c2c1C)CCC(C)CC3 (stereo unspecified) | 2.0% | 0.8
O=[N+]([O-])c1ccc(O)c([N+](=O)[O-])c1 | -4.2% | .
CCOC(=O)C(NC(C)=O)(N1CCOCC1)C(F)(F)F (stereo unspecified) | -0.8% | 47.9
COc1ccc(NCC(=O)Nc2ccc(C#N)cc2)cc1Cl | 1.2% | 2.0
CCOC(=O)N1CCC(N2CC34C=CC(O3)C(C(=O)Nc3ccc(OCC)cc3)C4C2=O)CC1 (stereo unspecified) | -1.8% | 11.7
CCCCOC(=O)c1cc(=O)[nH]c2ccc(C)cc12 | 0.0% | 3.9
CCc1ccc(CNC(=O)C2CCN(S(=O)(=O)N3CCC4(CC3)OCCO4)CC2)cc1 | 4.0% | 8.2
COCCCNC(=O)c1ccc2c(c1)CCN2S(C)(=O)=O | 0.8% | 2.3
COc1cccc(-n2c(C)nnc2SCC#N)c1 | 5.2% | -7.8
O=C(NCc1ccc2c(c1)OCO2)c1nn2cccnc2c1Cl | 5.8% | .
O=S(=O)(c1cccc(-c2nn3c(-c4ccncc4)nnc3s2)c1)N1CCOCC1 | -3.7% | .
Cc1ccc(NC(=O)CN2CCC(C(N)=O)CC2)cc1[N+](=O)[O-] | -0.2% | -7.6
COc1ccc(NC2c3ccccc3C(=O)N2c2cccnc2)cc1Cl (stereo unspecified) | 1.6% | .
CN(c1ccc(C(=O)NCCC2=CCCCC2)cc1)S(C)(=O)=O | -0.1% | 19.7
Cc1cc(=O)n2nc(N3CCCC(C(=O)NCc4ccco4)C3)sc2n1 (stereo unspecified) | -3.6% | -59.5
Nc1nc2n(n1)C(c1ccccc1Cl)CC(c1ccc(F)cc1)N2 (stereo unspecified) | 0.3% | 5.0
Nc1nnc(SCC(=O)OCC(=O)NC2CCCCC2)s1 | -5.6% | 5.2
CCOCCCNC(=S)Nc1ccc(S(N)(=O)=O)cc1 | -2.5% | 8.2
CCCn1nc(C(=O)N2CCc3ccccc3C2)c2ccccc2c1=O | 1.1% | 32.3
CCOc1ccccc1C(=O)NCCC(=O)O | -2.2% | .
c1cnc(N2CCN(Cc3c[nH]c4ccccc34)CC2)nc1 | -1.5% | -7.0
COCC(C)NC(=O)c1ccc(N(C)C)cc1 (stereo unspecified) | 1.9% | 3.3
CCN(CC)C(=O)c1sc(NC(=O)c2ccc(Br)o2)c(C(=O)OC)c1C | 0.2% | -6.9
O=C(NC1CCCCC1)C(c1cccnc1)N(C(=O)c1csnn1)C1CCCC1 (stereo unspecified) | 2.3% | .
O=C(c1ccccc1)N1N=C(c2ccccc2)CC1c1ccccc1[N+](=O)[O-] (stereo unspecified) | 1.5% | -44.6
Cc1ccc(S(=O)(=O)CC(C)N2CCOCC2)c(S(=O)(=O)CC(C)N2CCOCC2)c1 (stereo unspecified) | -4.3% | .
CN(C)C(=O)/C(=C\c1ccncc1)NC(=O)c1ccccc1 | 0.7% | 9.3
COc1cc2c(cc1OC)C(c1ccc(-c3cc(Cl)ccc3Cl)o1)=NCC2 | 1.0% | .
N/C(=N\OC(=O)c1cc(-c2ccccc2)nc2ccccc12)c1cccnc1 | 1.9% | -3.1
O=C(O)c1ccc(COc2ccccc2/C=C2/NC(=O)N(c3cccc(Cl)c3)C2=O)cc1 | -4.5% | .
O=C1CCC(=O)N1CCSC(=S)N1CCOCC1 | 2.4% | -13.1
COc1ccccc1OP(=O)(O)Oc1ccccc1OC | 2.4% | -44.1
COc1ccc(N2CC(C(=O)Nc3ccc(F)cc3F)CC2=O)cc1 (stereo unspecified) | 6.8% | -44.4
Oc1ccccc1N1CCN(C(=S)NCCc2ccccc2)CC1 | 8.5% | 4.4
COC(=O)[C@H](C)NC(=O)Nc1cccc(C(F)(F)F)c1 | -1.2% | .
COc1ccc(Oc2nc(C(F)(F)F)nc3ccccc23)cc1 | -3.4% | 3.8
O=C(CSc1ccsc1[N+](=O)[O-])NC1CCCC1 | 6.8% | 1.5
O=C(Cc1ccccc1)Nc1ccccc1N1CCN(c2ccccc2)CC1 | -3.8% | 0.5
Cn1cc(Br)c(C(=O)NC2C3CC4CC(C3)CC2C4)n1 (stereo unspecified) | 2.6% | .
C/C(=C\c1ccco1)CN1CCC(N2CCC(C(=O)N3CCOCC3)CC2)CC1 | 0.1% | 3.1
COc1cc(C2C(C#N)=C(N)Oc3n[nH]c(C)c32)cc2c1OCO2 (stereo unspecified) | 0.0% | 2.0
COc1ccc(/C=C/C(=O)C(C(N)=O)=C2SCCS2)cc1 | -4.5% | -8.1
Cc1sc2nc(CSc3ccccc3)nc(N3CCN(C)CC3)c2c1C | 3.3% | 6.0
N#CCc1ccc(NS(=O)(=O)c2cccs2)cc1 | -0.1% | .
CSc1nsc(SC)c1NC(=O)Nc1ccccn1 | 4.0% | -3.2

# Continued.
SMILES | GlmU inhibition | Mtb RmlCD inh
Cc1cn(C2CC3OCC3O2)c(=O)[nH]c1=O (stereo unspecified) | -2.9% | 16.5
CCc1nc2c(sc3nc4c(cc32)COC(C)(C)C4)c(=O)n1CCN(CC)CC | -4.3% | .
O=C(O)c1cc(-c2ccc(/C=N/Nc3ccc(Cl)cc3)o2)ccc1Cl | -0.4% | 14.2
COCCOc1cnn(-c2cc(Oc3ccc(C)cc3)ncn2)c(=O)c1Cl | 6.2% | -5.2
Cc1ccc(Cl)cc1NC(=S)NCc1cccn1C | 0.4% | -11.4
NNC(=O)c1ccc(O)cc1O | -0.7% | -0.2
Cc1cccc(COc2ccc(/C=N/NC(=O)c3nnn(-c4nonc4N)c3COc3ccc(F)cc3)cc2)c1 | -4.0% | 0.7
CC(C)CCNC(=O)Cn1cc2c(n1)CCCCC2 | 0.1% | -8.0
CNCCCOc1ccc(C)cc1OC | 1.2% | 1.1
O=S(=O)(c1cc(Cl)ccc1Cl)n1cccn1 | 1.5% | .
CC(=O)Nc1ccc(NC(=O)CCCc2c[nH]c3ccccc23)cc1 | -1.9% | -0.6
CCOc1ccc(C2c3c(oc4ccccc4c3=O)C(=O)N2CCCN2CCOCC2)cc1OCC (stereo unspecified) | -0.2% | 3.0
COC(=O)CN(Cc1ccco1)S(=O)(=O)c1ccccc1 | -1.0% | 5.7
CC1CC(C)CN(CCCNC(=O)c2ccc3c(c2)NC(=O)C(N2CCCCC2)S3)C1 (stereo unspecified) | 0.6% | .
COCc1cc(C)nc2sc3c(=O)oc(C)nc3c12 | . | 8.0
COC(=O)C1CCN(c2cc(=O)n(-c3ccc(OC)cc3)c(=O)[nH]2)CC1 | -5.0% | -1.5
Cc1cc(CN(C)C(=O)c2cc(COc3ccc4ncccc4c3)on2)on1 | 0.2% | 8.4
O=C(NCCCN=C1NS(=O)(=O)c2ccccc21)c1ccc(S(=O)(=O)N2CCCCC2)cc1 | 2.3% | 2.9
COC(=O)N/N=C/c1ccc(/C=N/NC(=O)OC)cc1 | 7.1% | 9.4
CCCc1nnc(NC(=O)c2cccc(OC)c2)s1 | 0.6% | 14.2
O=C(Nc1nc2ccccc2s1)C1CC(=O)N(c2ccc(Cl)cc2)C1 (stereo unspecified) | 2.4% | 5.0
COc1cc(C(=O)NCc2nnc(SCC(=O)N3CCc4ccccc43)o2)cc(OC)c1OC | . | -4.7
CC/C(C)=N/NC(=O)c1[nH]c2ccc(C)cc2c1-c1ccccc1 | 3.4% | 15.7
Cc1ccccc1NC(=S)N(CCCN1CCOCC1)Cc1ccccn1 | -6.6% | 4.0
Cc1ccc(-c2cc(N)on2)cc1 | -7.0% | -7.0
CSc1nsc(N/N=C/c2ccccc2)c1C#N | 7.7% | -6.6
CCc1ccc(C(=O)Cn2cnc3cc([N+](=O)[O-])ccc3c2=O)cc1 | -2.3% | .
OCCC1CN(Cc2ccon2)CCN1CCc1ccccc1 (stereo unspecified) | 3.1% | -8.6
O=C(Nc1cc(Cl)ccc1Cl)c1noc2c1CCCC2 | -1.9%&-0.6% | .
CCOC(=O)C1(Cc2ccccc2C(F)(F)F)CCN(Cc2ccon2)CC1 | 1.1% | -2.7
CCCN1CNc2c(c(=O)[nH]c(=S)n2CCc2ccc(OC)c(OC)c2)C1 | 6.3% | .
COc1ccc(Nc2c(-c3ccc(OC)cc3)nc3cnccn23)cc1 | 3.5% | -5.0
Fc1cccc2sc(N3CCCC3)nc12 | -8.8% | -6.3
CN(C)S(=O)(=O)c1ccc(Cl)c(C(=O)Nc2nc3ccccc3[nH]2)c1 | -1.9% | .
CN1CCN(/C=C2\SC(=S)NC2=O)CC1 | -6.0% | .
COc1ccc(NS(=O)(=O)c2cn(C)c(=O)n(C)c2=O)c(OC)c1 | 5.5% | 7.5
CCCC(c1nnnn1C(C)(C)C)N1CCN(C(=O)c2ccco2)CC1 (stereo unspecified) | -3.7% | -3.0
Cc1cccc(NC(=O)Nc2cccc(C#N)c2)n1 | -2.3% | 4.8
Cc1ccc(CNC(=O)c2ccc(CNc3c(N4CCCC4)c(=O)c3=O)cc2)cc1 | 6.0% | .

# Exported with two lines to a compound: part of the list above
# Each structure is followed by: GlmU inhibition | Mtb RmlCD inh
> OCCC1CN(Cc2ccon2)CCN1CCc1ccccc1 (stereo unspecified)
  3.1% | -8.6
> O=C(Nc1cc(Cl)ccc1Cl)c1noc2c1CCCC2
  -1.9%&-0.6% | .
> CCOC(=O)C1(Cc2ccccc2C(F)(F)F)CCN(Cc2ccon2)CC1
  1.1% | -2.7
> CCCN1CNc2c(c(=O)[nH]c(=S)n2CCc2ccc(OC)c(OC)c2)C1
  6.3% | .
> COc1ccc(Nc2c(-c3ccc(OC)cc3)nc3cnccn23)cc1
  3.5% | -5.0
> Fc1cccc2sc(N3CCCC3)nc12
  -8.8% | -6.3
> CN(C)S(=O)(=O)c1ccc(Cl)c(C(=O)Nc2nc3ccccc3[nH]2)c1
  -1.9% | .
